# HCV NS3 hel inh – inhibitors of Hepatitis C virus NS3 helicase. NS3 helicase DNA unwinding, Cy5 molecular beacon fluorescence. 290,000 tested, 0.56% active. inhibition, % at 10.9 µM;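 active = inhibition above the mean of all tested compounds plus 3 SD, set per campaign, cut at about 35% in these data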;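 also: 0% = DMSO wells and 100% = thioflavine S control wells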
#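 test system = hepatitis C virus NS3 helicase domain fragment enzyme | reagent = annealed dual-labelled DNA beacon duplex, ATP-started | times = 1 h at 25 °C | detection = Cy5 fluorescence, 0 and 60 min reads | read-out basis = percent inhibition from t60/t0 fluorescence ratio | control set = DMSO and thioflavine S | replication = one well per compound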
# GalR3 antagonist – human GalR3 antagonism | O60755 | HEK293 GalR3-CNG cAMP membrane potential fluorescence; galR3 body fused to GalR1 C-terminus | inhibition, % at 3 µM | 360,000 tested, 0.44% active;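 active = inhibition above the screen-wide average plus 3 SD, cut at about 13% in these data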;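 also: forskolin and galanin both at EC90 stimulate the cells; cAMP rise reported by CNG channel membrane potential dye signal; 0% = forskolin plus galanin with DMSO and 100% = forskolin alone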
# Target sequence (O60755 1-299 limits assumed): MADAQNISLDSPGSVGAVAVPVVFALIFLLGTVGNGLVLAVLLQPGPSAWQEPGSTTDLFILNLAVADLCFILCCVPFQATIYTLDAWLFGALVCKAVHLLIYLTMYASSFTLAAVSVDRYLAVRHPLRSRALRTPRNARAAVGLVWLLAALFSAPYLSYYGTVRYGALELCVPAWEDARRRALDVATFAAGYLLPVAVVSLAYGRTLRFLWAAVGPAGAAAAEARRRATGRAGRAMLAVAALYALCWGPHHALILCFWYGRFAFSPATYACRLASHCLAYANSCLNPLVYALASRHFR
# MEKK2mut PB1 HTS – signal of MEK5 binding to mutant human MEKK2 PB1 domain; bead flow cytometry, Alexa488-MEK5 binding to MEKK2 mutant; percent response, % at 10 µM; 290,000 tested, 0.35% active; in the data active = percent response above about 24%, passing the limit was not always enough; also: inactives centre near 1; some results filed as inactive read as strong as hits
# MEKK3 PB1 HTS – MEKK3-MEK5 PB1 interaction, increase or decrease; Q99759; bead-based flow cytometry, Alexa488-MEK5 binding to MEKK3; actives lie on both sides; 0 = blocked by unlabeled MEK5, 100 = vehicle; binding response (% of control), % at 10 µM; 290,000 tested, 1.4% active;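 active = binding response more than 3 SD above or below the average of its plate-row segment, actives on both sides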;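 also: Alexa488 bead fluorescence after subtracting the streptavidin-only scavenger bead signal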
# Target sequence (Q99759 whole entry, looked up): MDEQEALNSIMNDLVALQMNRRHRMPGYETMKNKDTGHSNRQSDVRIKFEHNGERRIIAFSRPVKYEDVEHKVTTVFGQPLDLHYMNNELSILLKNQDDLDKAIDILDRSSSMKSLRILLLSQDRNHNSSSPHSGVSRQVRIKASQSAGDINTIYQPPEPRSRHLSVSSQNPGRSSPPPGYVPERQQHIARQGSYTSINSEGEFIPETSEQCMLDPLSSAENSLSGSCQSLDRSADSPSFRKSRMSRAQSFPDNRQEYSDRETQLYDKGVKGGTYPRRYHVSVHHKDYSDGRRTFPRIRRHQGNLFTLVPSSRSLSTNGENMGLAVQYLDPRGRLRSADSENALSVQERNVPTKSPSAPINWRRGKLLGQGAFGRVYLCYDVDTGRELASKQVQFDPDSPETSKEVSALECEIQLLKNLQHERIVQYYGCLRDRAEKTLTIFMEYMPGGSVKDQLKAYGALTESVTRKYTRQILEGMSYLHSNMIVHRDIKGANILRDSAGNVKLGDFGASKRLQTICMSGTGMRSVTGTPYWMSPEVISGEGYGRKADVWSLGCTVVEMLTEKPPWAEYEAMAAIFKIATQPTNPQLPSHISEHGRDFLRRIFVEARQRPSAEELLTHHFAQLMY
# CRFBP-R2 block – blocks CRF-induced signaling of the CRF-BP/CRF-R2 complex. HEK293 CRF-R2/CRF-BP, CRF-induced calcium fluorescence. inhibition, % at 11.8 µM. 350,000 tested, 0.59% active. AID 588475;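 active = inhibition of the ligand-induced calcium signal above about 50% at the single tested concentration, limit read from the data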
# FID counter – displaces DNA intercalator in HCV helicase counter-screen; 290,000 tested, 0.17% active; DNA fluorescent intercalator displacement, fluorescence; inhibition, % at 7.9 µM; AID 1845; in the data active = inhibition above about 37%;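 also: 0% = vehicle and 100% = reference compound; higher means more ethidium bromide displaced from hairpin DNA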
# MEKK2 WT-MEK5 – raises or lowers MEK5 binding to wildtype human MEKK2 PB1 domain; AID 1531; 290,000 tested, 1.1% active; bead flow cytometry, Alexa488-MEK5 binding to MEKK2 WT; actives lie on both sides; binding response (% of control), % at 10 µM; in the data active = binding response below about 67% or above about 130%
# SUMO HTRF inh – inhibitors of human SUMOylation (UBC9); HTRF SUMOylation assay, SAE1/SAE2 + UBC9, in vitro; AID 2006; 290,000 tested, 0.36% active; P63279; inhibition, % at 35 µM; in the data active = inhibition above about 50%, passing the limit was not always enough; also: strong numbers were not always called active
# Target sequence (P63279 whole entry, looked up): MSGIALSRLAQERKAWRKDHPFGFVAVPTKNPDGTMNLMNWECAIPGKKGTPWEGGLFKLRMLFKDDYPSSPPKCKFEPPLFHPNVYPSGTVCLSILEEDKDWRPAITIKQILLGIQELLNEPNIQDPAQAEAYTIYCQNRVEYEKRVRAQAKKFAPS
# CRFBP-R2 agonist – CRF-BP/CRF-R2 complex agonism; 350,000 tested, 0.46% active; activation, % at 13.2 µM; HEK293 CRF-R2/CRF-BP, calcium dye fluorescence (FLIPR); percent of saturating CRF peptide response;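 active = activation of at least 50%, plus an integration ratio under a set limit after plate pattern correction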;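 also: plate controls were neutral control wells without compound for no effect and CRF at EC100 for full effect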
# * = called active by the depositor; . = not tested or not shown; [ ] = another dose, or the depositor's remark. A portion of the library (hit frequency here may not be typical).
SMILES,HCV NS3 hel inh,GalR3 antagonist,MEKK2mut PB1 HTS,MEKK3 PB1 HTS,CRFBP-R2 block,FID counter,MEKK2 WT-MEK5,SUMO HTRF inh,CRFBP-R2 agonist
O=c1[nH]cnc2ccccc12,-6,-4,3,104,8,2,101,21,-0.2
CC(C)(C)c1c(Cl)c(O)c(-c2ccccc2)c(=O)n1-c1ccccc1,9,-6,-11,92,-4,-14,90,48,0.4
CS/C(=N/S(=O)(=O)c1ccc(C)cc1)c1ccccc1,11,-9,-1,99,-8,3,97,-5,-4.0
CC1(C)CC(=O)c2sc(NS(=O)(=O)c3cc(Cl)ccc3Cl)nc2C1,11,-11,-2,103,10,-19,96,10,-1.9
C=CCNc1oc(-c2ccc(OC)cc2)nc1C#N,-10,-8,1,89,21,0,97,7,0.0
CCc1ccc(NC(=O)CSc2nc3ccccc3nc2N2CCCC2)cc1,-18,.,-9,98,15,-22,86,-6,-1.1
COC(=O)C1=C2SC(C)C(=O)N2C(N)=C(C#N)C1c1ccc(OC)c(OC)c1 (centres undefined),15,-4,11,103,2,-30,107,22,0.0
CCCCC(=O)NC1(C(F)(F)F)C(=O)Nc2c1c(=O)[nH]c(=O)n2Cc1ccco1 (centres undefined),-2,0,1,98,12,4,100,20,2.3
O=C(NCc1cccs1)C1CCN(c2ccc(S(=O)(=O)N3CCOCC3)cc2Cl)CC1,0,-2,1,98,-6,-29,101,23,5.8
CCn1cc(CCC(=O)NC2CCCC2)c2ccccc21,0,-14,-1,96,8,-13,97,-6,-1.1
CC1Cc2ccccc2N1C(=O)c1ccnc(C(C)(C)C)c1 (centres undefined),-12,-5,2,101,-5,-25,102,14,0.7
O=C(NCCN1CCCC1)c1ccc(Cl)cc1,6,-5,2,106,6,1,104,12,-2.3
CSc1ccc(CN2CCC(n3nccc3NC(=O)CCCc3ccccc3)CC2)cc1,-20,-11,6,105,-1,10,117,-2,2.5
C=CCn1c(SCC(=O)NCC2CCCO2)nc2scc(-c3ccccc3)c2c1=O (centres undefined),-1,-2,3,98,12,-32,98,23,-0.6
Cc1cc(C)n(C(=O)Cn2nc([N+](=O)[O-])c(Br)c2C)n1,3,-2,-1,109,0,-6,108,10,0.6
C=CCn1c(=O)c2ccccc2n2c(SCC(N)=O)nnc12,9,1,6,106,13,-3,106,2,-2.4
O=C(O)CCC(C(=O)O)n1c(O)c(C2=c3ccccc3=NC2=O)sc1=S (centres undefined),2,-5,-5,81,20,3,85,10,0.3
COc1ccc(OC)c(C2NC(=O)NC(C)=C2C(=O)OC2CCCCC2)c1 (centres undefined),-12,-8,5,103,-3,-20,104,-3,-0.4
O=C(C1CCN(S(=O)(=O)c2ccc(Br)s2)CC1)N1CCc2ccccc21,-2,.,11,104,-24,-8,98,-12,4.3
CCC1CCc2c(sc(NC(=O)c3ccco3)c2C(N)=O)C1 (centres undefined),-10,-6,0,110,-53,-10,100,4,1.1
c1ccc(CCNc2nnnn2-c2ccccc2)cc1,8,-2,1,101,-2,-1,100,25,-0.9
COc1ccc(-c2ccc(=O)n(Cc3cccc(Cl)c3)n2)cc1,0,-10,1,106,1,-25,102,-13,-0.7
Cc1cccc(/C=C2/SC(=O)N(Cc3ccccc3Cl)C2=O)n1,1,2,0,98,-13,-2,99,-7,0.4
CCOCCCNC(=O)Cn1cc2c(n1)CCCC2,14,6,4,102,-5,-7,100,-8,3.1
CC1=C(C(=O)OCC2CCCO2)C(c2ccc(F)cc2)NC(=O)N1 (centres undefined),9,1,4,102,-15,-3,101,14,1.3

# At a glance, 3 of the compounds above:
SMILES,HCV NS3 hel inh,GalR3 antagonist,MEKK2mut PB1 HTS,MEKK3 PB1 HTS,CRFBP-R2 block,FID counter,MEKK2 WT-MEK5,SUMO HTRF inh,CRFBP-R2 agonist
Cc1cccc(/C=C2/SC(=O)N(Cc3ccccc3Cl)C2=O)n1,1,2,0,98,-13,-2,99,-7,0.4
CCOCCCNC(=O)Cn1cc2c(n1)CCCC2,14,6,4,102,-5,-7,100,-8,3.1
CC1=C(C(=O)OCC2CCCO2)C(c2ccc(F)cc2)NC(=O)N1 (centres undefined),9,1,4,102,-15,-3,101,14,1.3

# (more compounds)
SMILES,HCV NS3 hel inh,GalR3 antagonist,MEKK2mut PB1 HTS,MEKK3 PB1 HTS,CRFBP-R2 block,FID counter,MEKK2 WT-MEK5,SUMO HTRF inh,CRFBP-R2 agonist
C=CCn1c(SCC2CCCCO2)nc2sc(CC)cc2c1=O (centres undefined),-7,-8,1,103,-15,-5,107,18,-3.6
CN(C)/C=C(/C(=O)c1ccccc1)n1cncn1,-11,-1,1,103,10,0,99,5,-0.5
CCN1/C(=C2\C(=O)N(C)C(=S)N2C)C=Cc2cc(C)ccc21,-9,-11,12,104,23,6,113,2,3.3
CC(=O)N1[C@H](Cc2ccccc2)C=C[C@]1(C)C(=O)NCCc1c[nH]c2ccccc12,-1,-4,2,98,-8,-34,99,5,-1.2
CCOC(=O)COc1ccc2c(c1)C(=O)CC(C)(c1cccnc1)O2 (centres undefined),-1,.,10,106,-5,-9,112,11,0.9
COc1ccc(NC(=O)CN(C)CC(=O)Nc2cccc(S(=O)(=O)N(C)c3ccccc3)c2)cc1,-17,3,3,103,-2,-18,106,-9,1.1
Cc1ccc(C(=O)N(c2ccccc2)C2CC(C)N(C(=O)c3ccco3)c3ccccc32)cc1 (centres undefined),9,-1,-2,94,15,-42,88,20,1.2
CCCCCc1n[nH]c2c1CCCC2,3,-5,3,103,-11,-16,96,30,-4.2
CC(c1ccco1)N(C(=O)c1ccccc1NS(=O)(=O)c1cc([N+](=O)[O-])ccc1Cl)c1ccccn1 (centres undefined),2,4,-2,94,26,-36,92,-12,-3.2
COc1ccc(NC(=O)CSc2nc3c(c(=O)n(C)c(=O)n3C)n2C)c(OC)c1,1,-9,8,100,-2,-19,100,10,0.2
Cc1ccc(S(=O)(=O)CC(=O)NCc2ccccc2)cc1,18,-3,13,100,-5,-19,104,1,0.5
COc1ccc(NC2CCCN(C(=O)C3=NN(C)C(=O)CC3)C2)cc1OC (centres undefined),0,2,3,107,-9,-10,105,2,-1.8
O=C(Nc1nnc(S(=O)(=O)N2CCCC2)s1)c1cccc([N+](=O)[O-])c1,7,.,4,101,24,-27,102,12,-0.3
CCOc1ccc(NC(=O)C2CCN(S(=O)(=O)c3ccc4c(c3)C(C)(C)C(=O)N4C)CC2)cc1,5,2,2,99,1,-44,101,-2,-1.5
Cc1cc(C)c(OCC(=O)OCC(=O)NC2CCCCCCC2)c(C)c1,-6,-1,3,94,-3,-27,99,1,-0.7
COc1ccc(-c2cn3cccnc3n2)cc1NC(=O)c1ccc(Br)o1,3,-6,-5,93,2,-22,91,7,-1.9
COc1ccc(N2CCN(C(=O)c3ccc4c(c3)NC(=O)C(CSCc3ccc(C)cc3)N4)CC2)cc1 (centres undefined),16,.,-8,96,.,-28,92,44,.
O=C(c1nn2cccnc2c1Cl)N1CCN(c2ccccc2)CC1,0,1,5,107,-7,-3,102,-1,2.6
COc1ccc(CCNC(=O)CNC(=O)c2ccccc2Br)cc1OC,4,-6,7,103,9,-7,108,-3,0.8
C=CCOc1ccccc1/C=C/C(=O)O,1,-3,-8,101,7,3,102,7,1.1
O=C(CCc1ccccc1)NCC(=O)N/N=C/c1ccc2c(c1)OCO2,6,-3,1,98,-1,-5,99,9,-0.7
CC(=O)c1cccc(Nc2nc(-c3cccnc3)cs2)c1,44*,-7,12,108,5,-12,115,-6,-2.1
NS(=O)(=O)c1ccc(N/N=C/c2ccccn2)c([N+](=O)[O-])c1,-14,-1,-2,103,20,4,101,17,-1.8
COc1ccc(C(=O)CSc2n[nH]c(C)n2)cc1[N+](=O)[O-],-5,-2,-14,46*[inhibitor],-28,1,59,-7,3.5
Cc1ccc2c(c1)C(c1ccc(F)cc1)N(C(=O)c1ccccc1Br)CC(=O)N2 (centres undefined),-8,-4,4,102,-1,-32,101,3,-0.3

# New compounds follow
SMILES,HCV NS3 hel inh,GalR3 antagonist,MEKK2mut PB1 HTS,MEKK3 PB1 HTS,CRFBP-R2 block,FID counter,MEKK2 WT-MEK5,SUMO HTRF inh,CRFBP-R2 agonist
COc1ccc(Cc2nnc(NC(=O)CS(=O)(=O)c3ccc(C)cc3)s2)cc1OC,9,-7,3,98,-8,-34,95,9,-3.7
Cc1c(Cl)c([N+](=O)[O-])nn1CCCC(=O)Nc1cccc(Cl)c1Cl,1,-1,-1,111,-38,3,104,-8,-1.1
Oc1[nH]c2ccc(Br)cc2c1N=NC(=S)Nc1ccc(F)cc1,14,-5,-4,98,-3,-2,90,27,-0.4
CCOC(=O)c1cnn(CC2CCCCC2)c1N,-6,-3,5,104,-2,-8,106,11,-0.5
N=C1/C(=C/c2ccc(-c3cccc(C(=O)O)c3)o2)C(=O)N=C2SC(CC(=O)N3CCOCC3)=NN12,17,-8,3,99,-6,-14,101,24,3.3
CCOC(=O)NCCOC(=O)Nc1ccc(Cl)cc1,11,-8,-2,102,-14,-5,100,-4,1.4
Cc1cc(C)c(S(=O)(=O)c2ccccc2F)c(=O)[nH]1,7,-10,3,104,8,-3,102,7,-0.9
Cc1cccc(N/C(N)=N/c2nc(C)cc(=O)[nH]2)c1,2,0,1,100,5,-2,100,-10,-0.2
C[C@@H](C(=O)N1CCN(C(=O)OC(C)(C)C)CC1)n1cc(-c2cn([C@@H](C)C(=O)N3CCN(C(=O)OC(C)(C)C)CC3)nn2)nn1,.,.,4,89,.,.,4.0*,14,.
CC(C)C(NC(=O)C(NC(=O)C1OC2OC(C)(C)OC2C2OC(C)(C)OC12)C(C)C)C(=O)O (centres undefined),-3,0,-5,88,2,-8,88,6,-0.3
CCOC(=O)C1=C(C(F)(F)F)Nc2ncnn2C1c1cccc(OC)c1OC (centres undefined),2,-4,0,108,11,-8,107,12,-4.3
Cc1c(NC(=O)CN2C(=O)c3cccc4cccc2c34)c(=O)n(-c2ccccc2)n1C,-4,-2,3,106,-2,-10,110,10,-2.0
O=C(NC1CCCCC1)c1ccc(N2CCOCC2)c([N+](=O)[O-])c1,3,0,3,104,9,-14,104,14,-3.2
O=C(C(=O)N1CCc2ccccc2C1)c1c[nH]c2ccccc12,-2,1,0,105,-12,-11,106,5,0.6
CCOc1ccc(S(=O)(=O)NCCC(=O)Nc2cccc(C(=O)OC)c2)cc1,-6,-9,-4,101,-8,-24,98,3,2.8
O=[N+]([O-])c1cc(/C=N/Nc2nc(N3CCCCC3)nc(N3CCCCC3)n2)ccc1O,2,0,-1,89,21,-6,93,4,-1.6
Cc1ccccc1-c1nnc(SCC(=O)Nc2c(C)n(C)n(-c3ccccc3)c2=O)o1,6,-5,8,103,9,-4,104,.,-0.9
Cc1cc(C)c(-n2c(SCCS(=O)(=O)c3ccc(F)cc3)n[nH]c2=O)c(C)c1,-1,-4,-2,104,-19,-36,99,-6,-0.9
Cc1ccc(Cn2nnc3c(=O)n(Cc4cccc(C)c4)cnc32)cc1,3,-6,0,98,33,-26,96,12,0.5
O=C(COc1cccnc1[N+](=O)[O-])NCCc1ccc(F)cc1,-3,3,1,100,-7,3,103,9,-2.4

# Reprinted at random: 2 records from the list
SMILES,HCV NS3 hel inh,GalR3 antagonist,MEKK2mut PB1 HTS,MEKK3 PB1 HTS,CRFBP-R2 block,FID counter,MEKK2 WT-MEK5,SUMO HTRF inh,CRFBP-R2 agonist
Cc1c(Cl)c([N+](=O)[O-])nn1CCCC(=O)Nc1cccc(Cl)c1Cl,1,-1,-1,111,-38,3,104,-8,-1.1
O=C(C(=O)N1CCc2ccccc2C1)c1c[nH]c2ccccc12,-2,1,0,105,-12,-11,106,5,0.6
